CIT2 TOR yeast – alters CIT2-GFP fluorescence in TOR pathway yeast screen | hit rate 0.065% among 320,000 | S. cerevisiae CIT2-GFP strain, flow cytometry, 3 h; 100 means same as DMSO wells | GFP response vs DMSO, % at 10 µM;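 active means GFP response relative to DMSO above a set limit, near the screen mean plus 3 SD, cut at about 150% in these data; inconclusive means Fewer than 70 cells measured for a yeast strain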;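 further: ratio of well median GFP fluorescence to mean of DMSO wells on the plate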
AGP1 TOR yeast – modulators of TOR pathway AGP1-GFP in S. cerevisiae. S. cerevisiae AGP1-GFP multiplex flow cytometry, 3 h; GFP as percent of DMSO wells. GFP response vs DMSO, % at 10 µM. hit rate 0.02% among 320,000. AID 2066;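 active means GFP response relative to DMSO above a set limit, near screen average plus 3 SD, cut at about 150% in these data; inconclusive means fewer than 70 cells counted for the yeast strain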;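 further: median GFP channel fluorescence of the gated AGP1 strain per well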
AHR activator – activators of human aryl hydrocarbon receptor. P35869. AHR-responsive luciferase reporter cells, luminescence. activation, % at 5 µM. hit rate 2.5% among 320,000. AID 2796; in the data active means activation above about 47%;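 further: 0% = vehicle wells and 100% = reference agonist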
Target sequence (P35869 whole entry, looked up): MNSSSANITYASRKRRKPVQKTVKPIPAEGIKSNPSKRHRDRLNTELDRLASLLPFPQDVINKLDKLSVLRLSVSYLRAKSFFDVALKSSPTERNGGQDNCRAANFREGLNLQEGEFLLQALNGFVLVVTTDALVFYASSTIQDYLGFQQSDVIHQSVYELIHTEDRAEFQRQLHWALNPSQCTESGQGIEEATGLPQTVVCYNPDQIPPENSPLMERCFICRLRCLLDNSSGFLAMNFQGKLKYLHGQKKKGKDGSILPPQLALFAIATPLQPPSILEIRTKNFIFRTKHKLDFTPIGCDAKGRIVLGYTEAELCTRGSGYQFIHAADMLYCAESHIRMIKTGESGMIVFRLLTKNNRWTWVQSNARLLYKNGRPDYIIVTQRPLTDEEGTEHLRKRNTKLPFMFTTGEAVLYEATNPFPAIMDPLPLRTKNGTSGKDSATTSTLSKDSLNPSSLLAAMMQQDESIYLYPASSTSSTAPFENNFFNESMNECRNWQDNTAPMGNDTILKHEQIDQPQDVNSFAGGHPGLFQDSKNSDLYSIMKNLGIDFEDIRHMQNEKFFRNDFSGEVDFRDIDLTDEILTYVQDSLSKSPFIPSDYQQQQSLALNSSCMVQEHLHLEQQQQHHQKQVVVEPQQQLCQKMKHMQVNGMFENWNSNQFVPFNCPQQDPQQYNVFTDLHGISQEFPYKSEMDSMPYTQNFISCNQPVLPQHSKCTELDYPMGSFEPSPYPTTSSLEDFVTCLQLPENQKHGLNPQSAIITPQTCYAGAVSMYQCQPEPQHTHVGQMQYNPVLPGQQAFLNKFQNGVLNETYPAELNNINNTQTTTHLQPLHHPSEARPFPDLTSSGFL
Efflux pump inh – antifungal efflux pump inhibition, Nile Red retention | hit rate 0.44% among 330,000 | AID 485275 | S. cerevisiae Candida pump triplex | inhibition, % at 10 µM;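 active means plate passing quality check with inhibition over a set limit, or well fluorescence over plate mean plus 4 SD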;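 further: Nile Red retained in pooled yeast measured as flow cytometry median fluorescence; 0% = buffer negative control and 100% = Enniatin B positive control; higher means more Nile Red kept so more efflux inhibition; some compounds called inactive have numbers as strong as hits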
MEP2-GFP yeast – modulators of TOR pathway MEP2-GFP in S. cerevisiae. S. cerevisiae MEP2-GFP strain, flow cytometry GFP, 3 h; 100% = DMSO control level. GFP response vs DMSO, % at 10 µM. hit rate 0.51% among 330,000. AID 2016;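 active means GFP response versus DMSO above a set limit, roughly screen mean plus 3 SD, cut at about 180% in these data; inconclusive means fewer than 70 cells counted for a yeast strain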;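 further: median GFP fluorescence of the barcode-gated MEP2-GFP cells per well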
CR mimetic SO – yeast age-related superoxide inhibition as caloric restriction mimetic | S. cerevisiae aged cells, superoxide DHE fluorescence; active compounds read low | superoxide response (% of plate mean), % at 10 µM | hit rate 0.18% among 330,000 | AID 2690;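 active means superoxide response under a set limit, about three screen SD below normal, cut at about 65% in these data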;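 further: yeast aged for seven days with compound at 30 °C before DHE staining; 100% = average MFI of all compound-treated wells on the plate with controls excluded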
RPL19A TOR yeast – alters RPL19A-GFP fluorescence in TOR pathway yeast screen; S. cerevisiae RPL19A-GFP strain, flow cytometry, 3 h; active compounds read low; percent response vs DMSO, % at 10 µM; hit rate 0.3% among 330,000;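 active means percent response vs DMSO below 50%; inconclusive means fewer than 70 events counted for the yeast strain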;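 further: median channel GFP fluorescence of the barcoded RPL19A-GFP strain; ratio of sample median GFP to plate DMSO average so 100% = DMSO; lower means less RPL19A-GFP as with rapamycin TOR inhibition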
LAP4 TOR yeast – alters LAP4-GFP fluorescence in TOR pathway yeast screen; AID 2023; hit rate 0.34% among 320,000; GFP response vs DMSO, % at 10 µM; S. cerevisiae LAP4-GFP multiplex, flow cytometry GFP, 3 h; median GFP as percent of DMSO wells;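 active means GFP response vs DMSO above a set limit, about the screen mean plus 3 SD, cut at about 150% in these data; inconclusive means under 70 cell events counted for the yeast strain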
* = called active by the depositor; ? = inconclusive; nt = no result given; [ ] = another dose, or the depositor's remark.

#1 CCOC(=O)CN(C(=O)CSc1nnc2c(n1)[nH]c1ccc(OC)cc12)c1ccc(F)cc1
#2 FC(F)(F)c1cccc(-c2cc3ccccc3nc2N2CCCC2)c1
#3 Cc1ccccc1NC(=S)NC(=O)/C=C/c1ccco1
#4 COc1ccc(C(=O)Nc2ccc(N3CCOCC3)cc2)cc1S(=O)(=O)NC1CCCC1
#5 O=c1c2ccsc2ncn1Cc1ccccc1F
#6 Fc1cccc(Nc2nc(Cl)nc(Cl)n2)c1

assay / compound,1,2,3,4,5,6
LAP4 TOR yeast,94,95,96,100,106,104
Efflux pump inh,0.3,0.4,0.2,0.1,0.3,0.1
CR mimetic SO,109,123,100,91,113,98
MEP2-GFP yeast,85,103,106,103,111,101
CIT2 TOR yeast,85,80,104,106,99,112
AHR activator,12,27,6,8,2,2
AGP1 TOR yeast,102,88,101,102,96,104
RPL19A TOR yeast,95,96,104,100,112,101

#7 COc1ccc(/C=C/c2c(-c3cccc(C)c3)oc3ccc(-c4ccc5c(c4)OCO5)cc23)cc1
#8 O=C(/C=C/c1cccnc1)c1cccc(O)c1
#9 CCn1cc(C(=O)N2CCOCC2)c(=O)c2cc(S(=O)(=O)N(C)C3CCCCC3)ccc21
#10 COCCNC(=S)N1CCN(Cc2cccc(OC)c2)CC1
#11 CCOc1ccccc1C(=O)Nc1cccc(-c2nnc(-c3ccccc3)o2)c1
#12 CC(C)(C)OC(=O)NN1CC(=O)N2Cc3ccccc3C[C@@H]2C1=O

assay / compound,7,8,9,10,11,12
LAP4 TOR yeast,119,93,104,106,99,97
Efflux pump inh,-0.1,0.2,0.0,0.0,0.2,0.0
CR mimetic SO,94,104,100,95,110,95
MEP2-GFP yeast,83,100,115,103,100,90
CIT2 TOR yeast,88,103,98,105,103,91
AHR activator,2,-1,1,0,0,0
AGP1 TOR yeast,81,100,105,106,90,95
RPL19A TOR yeast,90,103,100,105,93,91

#13 COc1ccc(/C=C(\C#N)C(=O)NC(C)c2ccccc2)cc1O (configuration not stated)
#14 N#CCSc1ccccc1NC(=O)COC(=O)Cc1c[nH]c2ccccc12
#15 COCCn1nnnc1C(c1cc2cc(C)ccc2[nH]c1=O)N1CCN(C2CCCCC2)CC1 (configuration not stated)
#16 Cc1ccc(NC(=O)c2nc[nH]c2C(=O)Nc2ccc(C)cc2)cc1
#17 Cc1cccc(-n2c(SCC(=O)NCc3ccc4c(c3)OCO4)nc3ccccc3c2=O)c1
#18 O=C(O)C1=CCCNC1

assay / compound,13,14,15,16,17,18
LAP4 TOR yeast,98,97,108,96,98,111
Efflux pump inh,0.0,0.1,-0.2,0.0,-0.2,0.1
CR mimetic SO,97,113,103,101,88,95
MEP2-GFP yeast,104,97,106,103,105,103
CIT2 TOR yeast,99,94,106,96,113,92
AHR activator,4,28,0,6,14,0
AGP1 TOR yeast,99,98,107,102,101,96
RPL19A TOR yeast,101,97,103,102,105,106

#19 CC(O)Cc1nsc(NC(=O)c2cccs2)n1 (configuration not stated)
#20 COc1ccc(S(=O)(=O)N2CCN(CC(=O)Nc3cccc(OC)c3)CC2)cc1
#21 O=C(Oc1ccc2c(c1)OCC2=O)c1ccc(Cl)cc1
#22 CCOc1ccc(N(CC(=O)NCc2ccccc2Cl)S(=O)(=O)c2c(C)[nH]c(=O)[nH]c2=O)cc1
#23 Cc1ccc2c(c1)N(CC(=O)NCCCN1C(C)CCCC1C)C(=O)c1cccnc1O2 (configuration not stated)
#24 C=CCN(C(=O)Nc1ccc2c(c1)nc(C)n2C)c1ccccc1

assay / compound,19,20,21,22,23,24
LAP4 TOR yeast,99,108,113,97,101,105
Efflux pump inh,-0.1,0.6,0.0,0.3,-0.1,0.0
CR mimetic SO,92,110,103,88,97,88
MEP2-GFP yeast,95,112,108,111,107,106
CIT2 TOR yeast,96,100,105,105,100,102
AHR activator,7,2,0,1,-1,3
AGP1 TOR yeast,101,103,105,93,104,107
RPL19A TOR yeast,99,101,103,104,100,102

#25 CCn1cc(CCC(=O)NCc2cccc(OC)c2OC)c2ccccc21
#26 COc1cc(/C=C/C(=O)OCC(=O)NCCCc2ccccc2)cc(OC)c1OC
#27 O=C(O)C1(O)C[C@H](O)C(O)[C@@H](O)C1 (some centres not stated)
#28 C=C(C)C1CCC(C)=C1COC(=O)Nc1ccccc1 (configuration not stated)
#29 COc1ccc(Cc2nnc(SCC(=O)Nc3ccc(C)cc3C)[nH]c2=O)cc1
#30 CCc1cc2c(=O)c(-c3ccc4c(c3)OCO4)coc2c(CN(C)C)c1O

assay / compound,25,26,27,28,29,30
LAP4 TOR yeast,108,102,101,105,103,89
Efflux pump inh,0.1,-0.1,0.1,1.0,-0.3,-0.2
CR mimetic SO,100,97,99,106,110,93
MEP2-GFP yeast,107,97,103,101,106,102
CIT2 TOR yeast,94,104,79,93,107,105
AHR activator,8,0,-3,-1,-1,4
AGP1 TOR yeast,101,101,88,96,104,96
RPL19A TOR yeast,101,102,100,97,101,105

#31 COCCNC(=S)NNc1ccc(Cl)c(C(=O)O)c1
#32 O=C(Nc1nc2ccccc2n1Cc1ccc(Cl)cc1)c1ccco1
#33 CCOC(=O)c1ccc(N=Nc2c(C)c(C#N)c(O)[nH]c2=O)cc1
#34 CCOC(=O)c1cn(CC)c2cc(Cl)c([N+](=O)[O-])cc2c1=O
#35 Cc1ccc2c(c1)C(=O)N1[C@H]3c4ccccc4OC[C@@H]3[C@H](c3ccccc3)[C@]1(C)C(=O)N2
#36 COc1ccc(NC(=O)N(Cc2ccc3c(c2)OCO3)C2CC(=O)N(c3ccc(OC)cc3)C2=O)cc1 (configuration not stated)

assay / compound,31,32,33,34,35,36
LAP4 TOR yeast,114,92,90,105,108,108
Efflux pump inh,-0.1,-0.1,0.1,-0.2,-0.2,-0.2
CR mimetic SO,92,102,113,107,84,83
MEP2-GFP yeast,102,99,96,111,89,104
CIT2 TOR yeast,97,110,97,94,76,110
AHR activator,1,0,-2,3,2,-3
AGP1 TOR yeast,102,96,91,106,90,nt
RPL19A TOR yeast,95,101,102,112,95,107

A second format for some results above.
Results follow in this order: LAP4 TOR yeast | Efflux pump inh | CR mimetic SO | MEP2-GFP yeast | CIT2 TOR yeast | AHR activator | AGP1 TOR yeast | RPL19A TOR yeast
25	CCn1cc(CCC(=O)NCc2cccc(OC)c2OC)c2ccccc21
 : 108 | 0.1 | 100 | 107 | 94 | 8 | 101 | 101
26	COc1cc(/C=C/C(=O)OCC(=O)NCCCc2ccccc2)cc(OC)c1OC
 : 102 | -0.1 | 97 | 97 | 104 | 0 | 101 | 102
27	O=C(O)C1(O)C[C@H](O)C(O)[C@@H](O)C1 (some centres not stated)
 : 101 | 0.1 | 99 | 103 | 79 | -3 | 88 | 100

Further results follow.
#37 COc1ccc(CNC(=O)CN(Cc2ccc(OC)cc2)C(=O)CCC(=O)Nc2ccccn2)cc1
#38 O=C(NCCCN1CCOCC1)c1cc2c([nH]c3ccccc32)c(-c2cccc(Br)c2)n1
#39 O=C(O)CSc1nnc(-c2ccc(Cl)cc2Cl)n1-c1ccccc1
#40 Cc1nc(-c2ccccc2)sc1C1(C)CC(c2ccc(OC(F)(F)F)cc2)=NO1 (configuration not stated)
#41 CCOC(=O)C(C)Oc1nc(Oc2ccccc2)nc(N(C)C)n1 (configuration not stated)
#42 COc1ccc(C(=O)CCC(=O)N2CCN(c3cc(C)ccc3C)CC2)cc1

assay / compound,37,38,39,40,41,42
LAP4 TOR yeast,95,100[may fluoresce violet],90,98,100,132
Efflux pump inh,-0.1,0.0,0.2,0.5,-0.1,0.0
CR mimetic SO,90,94,112,109,105,101
MEP2-GFP yeast,106,344*[may fluoresce violet],102,106,110,92
CIT2 TOR yeast,109,?,106,97,102,95
AHR activator,0,-3,0,5,0,-2
AGP1 TOR yeast,103,48[may fluoresce violet],101,96,101,83
RPL19A TOR yeast,101,19*[may fluoresce violet],105,96,101,93

#43 CC(C)=CC(=O)O[C@@H]1Cc2c(ccc3ccc(=O)oc23)OC1(C)C
#44 O=C(O)/C=C/C(=O)Nc1ccc(O)cc1
#45 CCN(Cc1ccccc1)S(=O)(=O)c1cc(C(=O)NC2CCCCCC2)ccc1OC
#46 CCN(CC)c1ccc(-c2nnc(SCC(=O)Nc3ccccc3C#N)n2-c2ccccc2)cc1
#47 CCn1c(SCC(=O)N2CCN(C(=O)c3ccco3)CC2)nnc1C(C)C
#48 CCc1sc(NC(=O)CCC(=O)O)nc1-c1cc2ccccc2oc1=O

assay / compound,43,44,45,46,47,48
LAP4 TOR yeast,92,102,95,91,100,94
Efflux pump inh,-0.1,0.1,0.2,-0.1,0.1,-0.1
CR mimetic SO,94,90,102,102,101,99
MEP2-GFP yeast,95,106,100,92,101,97
CIT2 TOR yeast,83,106,103,95,93,91
AHR activator,0,0,0,18,-4,0
AGP1 TOR yeast,88,111,107,96,98,95
RPL19A TOR yeast,92,105,105,90,96,91

#49 COCCn1c(-c2ccc(-c3ccccc3Cl)o2)nc2c1c(=O)[nH]c(=O)n2CC(C)C
#50 CCOC(=O)c1c(S(=O)(=O)NCC(=O)N2CCN(c3ccccc3)CC2)c(C)n(C)c1C
#51 O=C(NCCc1ccccc1)C1CCC(CNc2nc(=S)[nH]c3ccccc23)CC1 (configuration not stated)
#52 CC(=O)N1c2c(cc(Br)cc2S(=O)(=O)NCc2ccccc2)CC1C (configuration not stated)
#53 N#Cc1ccc(C(=O)N(Cc2ccccc2)c2ccccc2)cc1
#54 CCN(CC)S(=O)(=O)c1ccc(S(=O)(=O)N2CCC(N3CCCCC3)CC2)cc1
#55 Cc1ccc(S(=O)(=O)Nc2nsc(N)n2)cc1
#56 COc1ccc(NC(=O)CSc2nnc(-c3ccco3)n2N)cc1Cl
#57 Cc1ccc(S(=O)(=O)N2CCCCC2)cc1NC(=S)NC(=O)c1ccco1

assay / compound,49,50,51,52,53,54,55,56,57
LAP4 TOR yeast,104,98,105,100,81,91,95,88,97
Efflux pump inh,0.4,0.0,0.1,0.7,-0.1,-0.1,-0.1,0.2,-0.1
CR mimetic SO,109,110,105,109,110,83,85,95,92
MEP2-GFP yeast,103,109,98,112,98,98,95,107,96
CIT2 TOR yeast,100,106,101,98,87,99,95,100,100
AHR activator,1,0,2,4,0,-2,0,1,0
AGP1 TOR yeast,100,104,100,100,92,100,102,91,101
RPL19A TOR yeast,100,105,96,100,94,104,100,99,97
